Pf gamet viab: inhibitors of late stage P. falciparum gametocyte viability. inhibition, % at 10.9 µM. P. falciparum stage V gametocytes, ATP luminescence, 24 h. 150,000 compounds, 0.065% hits;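 active means inhibition above the mean plus 3 SD of compounds within the control limits, set per campaign, cut at about 38% in these data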;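 further: 0% = DMSO wells and 100% = medium only without gametocytes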
Mcl1 Noxa PPI: Mcl-1/Noxa interaction inhibition; inhibition, % at 21.7 µM; Q07820; TR-FRET Mcl-1/Noxa peptide binding, 2 h; 220,000 compounds, 1.5% hits;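 active means compounds that cut the protein-peptide binding signal by more than 50% relative to plate controls in a single-dose test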;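 further: His-tagged Mcl-1 with rhodamine Noxa BH3 peptide and terbium anti-His antibody; 0% = Mcl-1 plus Noxa peptide wells and 100% = peptide-only wells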
Target sequence (Q07820 whole entry, looked up): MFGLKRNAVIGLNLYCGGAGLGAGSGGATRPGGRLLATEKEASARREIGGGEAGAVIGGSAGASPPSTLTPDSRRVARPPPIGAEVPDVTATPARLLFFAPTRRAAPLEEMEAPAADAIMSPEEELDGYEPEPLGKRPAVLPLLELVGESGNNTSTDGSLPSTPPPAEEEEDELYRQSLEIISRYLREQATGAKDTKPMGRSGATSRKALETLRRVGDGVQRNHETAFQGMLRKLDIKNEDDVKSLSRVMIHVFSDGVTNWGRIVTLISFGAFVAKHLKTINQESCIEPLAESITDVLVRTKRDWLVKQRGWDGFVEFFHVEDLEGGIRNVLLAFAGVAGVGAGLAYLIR
Cdc42 wt GTP: human Cdc42 wildtype GTP binding change, either direction. P60953. GST-Cdc42 beads, Bodipy-GTP binding, flow cytometry; actives lie on both sides. percent activity (GTP binding), % at 10 µM. 190,000 compounds, 0.2% hits. AID 761;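 active means percent activity GTP binding at least 20 points away from the 100% baseline, either down as inhibitor or up as activator; inconclusive means compound flagged as likely green fluorescent from well-wide comparison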;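 further: median bead fluorescence of bound Bodipy-FL-GTP at 100 nM; 0% = excess unlabeled GTP control and 100% = no compound control; below 100% means less GTP binding so inhibitor and above means activator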
Target sequence (P60953 whole entry, looked up): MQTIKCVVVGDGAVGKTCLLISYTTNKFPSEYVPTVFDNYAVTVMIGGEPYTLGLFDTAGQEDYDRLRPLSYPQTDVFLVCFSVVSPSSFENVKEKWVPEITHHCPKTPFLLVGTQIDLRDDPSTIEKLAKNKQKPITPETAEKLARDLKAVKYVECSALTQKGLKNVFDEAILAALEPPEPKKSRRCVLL
Mcl-1 Bim block: inhibitors of Bim-Mcl-1 interaction, human; Q07820; Bead-based flow cytometry, Bim peptide-Mcl-1 binding; inhibition, % at 10 µM; 190,000 compounds, 0.1% hits; AID 1009; in the data active means inhibition above about 40%;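 further: 0% = no compound tracer wells and 100% = peptide blocker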
Avidin bead fluor: compound fluoresces at 488/530 nm on avidin beads; compound fluorescence 488/530 nm, flow cytometry; active compounds read high; fluorescence (KMESF) at 10 µM; 220,000 compounds, 0.38% hits; in the data active means fluorescence above about 47; further: inactives centre near 10
Rac1 wt modul: modulators of human Rac1 wildtype GTP binding. GST-Rac1 beads, fluorescent GTP binding, flow cytometry; actives lie on both sides; 0 = cold GTP competed, 100 = untreated. GTP binding activity (% of control), % at 10 µM. P63000. 190,000 compounds, 0.27% hits;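 active means GTP binding activity at least 20 points away from the 100% control level, either lower or higher; inconclusive means compound flagged as likely green fluorescent, judged across all proteins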
Mcl1 Bid PPI: Mcl-1/Bid interaction inhibition; inhibition, % at 21.7 µM; 220,000 compounds, 0.97% hits; AID 1021; Q07820; TR-FRET Mcl-1/Bid-Dy647 peptide binding, 1536-well;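 active means compounds that cut the binding signal by more than half at the single screening dose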;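 further: His-tagged Mcl-1 with europium anti-His antibody binding Bid BH3 peptide; 0% = Mcl-1 plus peptide wells and 100% = peptide-only wells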
HRas wt GTP: modulators of GTP binding to human HRas wildtype. P01112. GST-Ras wt beads, Bodipy-FL-GTP binding, flow cytometry; actives lie on both sides. 190,000 compounds, 0.14% hits. GTP binding activity, % at 10 µM;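 active means GTP binding activity at least 20% away from the 100% baseline, either lowered as inhibitor or raised as activator; inconclusive means flagged as likely green fluorescent, judged across all proteins in the well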;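 further: 0% = unlabeled GTP competition control and 100% = no-compound control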
Target sequence (P01112 whole entry, looked up): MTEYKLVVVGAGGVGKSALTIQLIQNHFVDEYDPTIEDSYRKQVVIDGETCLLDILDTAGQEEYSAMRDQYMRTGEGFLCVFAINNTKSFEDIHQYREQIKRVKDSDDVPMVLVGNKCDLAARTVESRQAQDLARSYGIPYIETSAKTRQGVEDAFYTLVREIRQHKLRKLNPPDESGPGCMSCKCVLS
Rab7 wt modul: modulators of GTP binding to dog Rab7 wildtype GTPase; GST-Rab7 beads, fluorescent GTP binding, flow cytometry; actives lie on both sides; untreated = 100%, excess cold GTP = 0%; GTP binding activity (percent of control), % at 10 µM; 190,000 compounds, 0.055% hits;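 active means fluorescent GTP binding to Rab7 beads changed by at least 20 points from the 100% baseline, either direction, mostly lower; inconclusive means compound itself probably fluorescent, or too few beads counted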;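 further: median green fluorescence of bound Bodipy-FL-GTP per Rab7 bead population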
Rac1 act GTP bind: human Rac1 activated mutant GTP binding change | P63000 | GST-Rac1 activated beads, fluorescent GTP binding, flow cytometry; actives lie on both sides; 100% means binding = to untreated wells | percent activity (GTP binding), % at 10 µM | 190,000 compounds, 0.11% hits | AID 764;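 active means GTP binding at least 20 percentage points away from the 100% baseline, in either direction, so actives lie on both sides; inconclusive means Compound likely fluorescent itself, or too few beads counted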
Rab2A wt mod: changes GTP binding to wildtype dog Rab2A, up or down; GST-Rab2 wt beads, Bodipy-GTP binding, flow cytometry; GTP binding activity, % at 10 µM; 190,000 compounds, 0.19% hits; AID 760;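 active means GTP binding activity at least 20 points away from 100%, either lowered or raised; inconclusive means signal likely due to the compound's own green fluorescence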;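 further: 0% = beads with excess unlabeled GTP and 100% = no-compound control corrected for plate trend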
The depositor's hits bear a star; & = joins results of further samples.

Cc1cc(NC(=O)CSc2ccc(F)cc2)no1 was read as Pf gamet viab 6, Mcl1 Noxa PPI 15, Cdc42 wt GTP 102, Mcl-1 Bim block -2, Avidin bead fluor 5, Rac1 wt modul 100, Mcl1 Bid PPI -27, HRas wt GTP 100, Rab7 wt modul 107, Rac1 act GTP bind 98 and Rab2A wt mod 104.
For O=C(c1ccc(=O)oc1)N1CCN(C(c2ccccc2)c2ccccc2)CC1 the results were Pf gamet viab 6, Mcl1 Noxa PPI 0, Cdc42 wt GTP 98, Mcl-1 Bim block -3, Avidin bead fluor 30, Rac1 wt modul 98, Mcl1 Bid PPI -34, HRas wt GTP 99, Rab7 wt modul 97, Rac1 act GTP bind 96 and Rab2A wt mod 98.
Cc1ccc(S(=O)(=O)NCC2CCC(C(=O)NCc3ccco3)CC2)cc1 (centres undefined) was read as Pf gamet viab 28, Mcl1 Noxa PPI 21, Cdc42 wt GTP 99, Mcl-1 Bim block -3, Avidin bead fluor 5, Rac1 wt modul 94, Mcl1 Bid PPI -15, HRas wt GTP 96, Rab7 wt modul 97, Rac1 act GTP bind 96 and Rab2A wt mod 97.
Screening O=S(=O)(NC1CCN(Cc2ccccc2)CC1)c1cccc2cccnc12 returned Mcl1 Noxa PPI -8, Cdc42 wt GTP 96, Mcl-1 Bim block -5, Avidin bead fluor 18, Rac1 wt modul 93, Mcl1 Bid PPI -30, HRas wt GTP 95, Rab7 wt modul 96, Rac1 act GTP bind 94 and Rab2A wt mod 95.
COc1cc(/C=N/NC(=O)c2cccc(S(=O)(=O)N3CCCCC3)c2)cc(Br)c1O was read as Mcl1 Noxa PPI 72*, Cdc42 wt GTP 95, Mcl-1 Bim block 0, Avidin bead fluor 14, Rac1 wt modul 98, Mcl1 Bid PPI -43, HRas wt GTP 95, Rab7 wt modul 95, Rac1 act GTP bind 95 and Rab2A wt mod 93.
O=C(CSc1nc2ccccc2[nH]1)NCc1ccc2c(c1)OCO2 was read as Pf gamet viab 12, Mcl1 Noxa PPI 11, Cdc42 wt GTP 102, Mcl-1 Bim block 0, Avidin bead fluor 20, Rac1 wt modul 102, Mcl1 Bid PPI 22, HRas wt GTP 98, Rab7 wt modul 96, Rac1 act GTP bind 99 and Rab2A wt mod 98.
`CCOc1ccc(Br)cc1S(=O)(=O)Nc1ccc(C(=O)Nc2ccc(C)cc2)cc1` gave Pf gamet viab -5, Mcl1 Noxa PPI 8, Cdc42 wt GTP 98, Mcl-1 Bim block 0, Avidin bead fluor 3, Rac1 wt modul 101, Mcl1 Bid PPI -15, HRas wt GTP 103, Rab7 wt modul 97, Rac1 act GTP bind 100 and Rab2A wt mod 98.
`O=C(Oc1ccc2c(c1)OCC2=O)c1ccccc1` gave Mcl1 Noxa PPI 0, Cdc42 wt GTP 93, Mcl-1 Bim block -5, Avidin bead fluor 12, Rac1 wt modul 97, Mcl1 Bid PPI 11, HRas wt GTP 98, Rab7 wt modul 99, Rac1 act GTP bind 92 and Rab2A wt mod 91.
For Cc1occc1-c1nnc(SCC(=O)NCc2cccs2)n1CC1CCCO1 (centres undefined) the results were Pf gamet viab 3, Mcl1 Noxa PPI 4, Cdc42 wt GTP 99, Mcl-1 Bim block -1, Avidin bead fluor 9, Rac1 wt modul 99, Mcl1 Bid PPI -1, HRas wt GTP 100, Rab7 wt modul 100, Rac1 act GTP bind 97 and Rab2A wt mod 97.
CCc1nnc(NC(=O)Cc2cccs2)s1 was read as Pf gamet viab 5, Mcl1 Noxa PPI 32, Cdc42 wt GTP 96, Mcl-1 Bim block -2, Avidin bead fluor 8, Rac1 wt modul 98, Mcl1 Bid PPI -81, HRas wt GTP 96, Rab7 wt modul 103, Rac1 act GTP bind 94 and Rab2A wt mod 96.
For NS(=O)(=O)c1ccc(CCNC(=O)c2ccccc2[N+](=O)[O-])cc1 the results were Pf gamet viab 0, Mcl1 Noxa PPI 14, Cdc42 wt GTP 98, Mcl-1 Bim block 3, Avidin bead fluor 15, Rac1 wt modul 100, Mcl1 Bid PPI -8, HRas wt GTP 96, Rab7 wt modul 98, Rac1 act GTP bind 98 and Rab2A wt mod 98.
Cc1ccn2c(=O)nc(SCc3cccc(C(F)(F)F)c3)nc2c1 was read as Pf gamet viab 18, Mcl1 Noxa PPI -12, Cdc42 wt GTP 94, Mcl-1 Bim block -2, Avidin bead fluor 24, Rac1 wt modul 92, Mcl1 Bid PPI -13, HRas wt GTP 94, Rab7 wt modul 96, Rac1 act GTP bind 92 and Rab2A wt mod 94.
CCOc1cccc(NC(=O)C2CCCN(S(=O)(=O)c3ccc(-n4cnnn4)cc3)C2)c1 (centres undefined) was read as Pf gamet viab -6, Mcl1 Noxa PPI -22, Cdc42 wt GTP 99, Mcl-1 Bim block 0, Avidin bead fluor 6, Rac1 wt modul 97, Mcl1 Bid PPI -33, HRas wt GTP 98, Rab7 wt modul 95, Rac1 act GTP bind 96 and Rab2A wt mod 95.
`OC1(CN2CCOCC2)C2CN3CCN(C2)CC1(c1ccccc1)C3` (centres undefined) gave Pf gamet viab 0, Mcl1 Noxa PPI 11, Cdc42 wt GTP 104, Mcl-1 Bim block -3, Avidin bead fluor 7, Rac1 wt modul 108, Mcl1 Bid PPI -26, HRas wt GTP 104, Rab7 wt modul 102, Rac1 act GTP bind 98 and Rab2A wt mod 104.
`O=C(NCc1cccnc1)c1c(O)c2cccc3c2n(c1=O)CCC3` gave Mcl1 Noxa PPI 1, Cdc42 wt GTP 95, Mcl-1 Bim block 3, Avidin bead fluor 4, Rac1 wt modul 94, Mcl1 Bid PPI 4, HRas wt GTP 93, Rab7 wt modul 93, Rac1 act GTP bind 95 and Rab2A wt mod 93.
`C[C@H](NC(=O)OC(C)(C)C)C(=O)NCC1CCC(C(=O)O)CC1` (some centres undefined) gave Mcl1 Noxa PPI -12, Cdc42 wt GTP inconclusive, Mcl-1 Bim block -2, Avidin bead fluor 9, Rac1 wt modul inconclusive, Mcl1 Bid PPI -8, HRas wt GTP inconclusive, Rab7 wt modul inconclusive, Rac1 act GTP bind inconclusive and Rab2A wt mod inconclusive.
`COc1cc(C=O)ccc1OCCCCOc1ccccc1[N+](=O)[O-]` gave Mcl1 Noxa PPI 3, Cdc42 wt GTP 98, Mcl-1 Bim block -1, Avidin bead fluor 17, Rac1 wt modul 99, Mcl1 Bid PPI 8, HRas wt GTP 98, Rab7 wt modul 96, Rac1 act GTP bind 96 and Rab2A wt mod 96.
For CCC(C)NC(=O)c1c(N)n(/N=C/c2ccccn2)c2nc3ccccc3nc12 (centres undefined) the results were Pf gamet viab -13, Mcl1 Noxa PPI 11, Cdc42 wt GTP 92, Mcl-1 Bim block 0, Avidin bead fluor 41, Rac1 wt modul 96, Mcl1 Bid PPI 11, HRas wt GTP 96, Rab7 wt modul 98, Rac1 act GTP bind 94 and Rab2A wt mod 93.
`CN(C)c1nc(Oc2ccc(=O)[nH]n2)nc(N2CCOCC2)n1` gave Mcl1 Noxa PPI 9, Cdc42 wt GTP 100, Mcl-1 Bim block -5, Avidin bead fluor 17, Rac1 wt modul 100, Mcl1 Bid PPI -17, HRas wt GTP 99, Rab7 wt modul 96, Rac1 act GTP bind 97 and Rab2A wt mod 97.
Screening O=C(COC(=O)CCc1c[nH]c2ccccc12)NCc1ccc2c(c1)OCO2 returned Pf gamet viab 11, Mcl1 Noxa PPI -10, Cdc42 wt GTP 93, Mcl-1 Bim block -14, Avidin bead fluor 12, Rac1 wt modul 99, Mcl1 Bid PPI -44, HRas wt GTP 99, Rab7 wt modul 102, Rac1 act GTP bind 94 and Rab2A wt mod 99.
Screening COc1cccc(C(=O)N2CCN(S(=O)(=O)Cc3ccccc3)CC2)c1 returned Pf gamet viab -25, Mcl1 Noxa PPI -3, Cdc42 wt GTP 99, Mcl-1 Bim block -4, Avidin bead fluor 15, Rac1 wt modul 102, Mcl1 Bid PPI -24, HRas wt GTP 102, Rab7 wt modul 100, Rac1 act GTP bind 99 and Rab2A wt mod 98.
Screening Cc1c(Cl)ccc2c1NC(=O)[C@]21N[C@@H](Cc2ccccc2)[C@H]2C(=O)N(c3ccc(F)cc3)C(=O)[C@H]21 returned Pf gamet viab -33, Mcl1 Noxa PPI 2, Cdc42 wt GTP 101, Mcl-1 Bim block 1, Avidin bead fluor 4, Rac1 wt modul 102, Mcl1 Bid PPI -17, HRas wt GTP 100, Rab7 wt modul 98, Rac1 act GTP bind 99 and Rab2A wt mod 98.
O=C(Cn1cnc2c(cnn2-c2ccccc2)c1=O)NCc1ccccc1 was read as Mcl1 Noxa PPI 6, Cdc42 wt GTP 102, Mcl-1 Bim block -3, Avidin bead fluor 6, Rac1 wt modul 107, Mcl1 Bid PPI -7, HRas wt GTP 102, Rab7 wt modul 101, Rac1 act GTP bind 101 and Rab2A wt mod 101.
CCOC(=O)c1cc(CC)sc1/N=C/c1c(O)ccc2ccccc12 was read as Pf gamet viab 13, Mcl1 Noxa PPI 15, Cdc42 wt GTP 95, Mcl-1 Bim block -5, Avidin bead fluor 0, Rac1 wt modul 98, Mcl1 Bid PPI -5, HRas wt GTP 98, Rab7 wt modul 95, Rac1 act GTP bind 95 and Rab2A wt mod 97.
CC(=O)[C@H]1CC[C@H]2[C@@H]3CCC4=CC(=O)CC[C@]4(C)[C@H]3CC[C@]12C was read as Mcl1 Noxa PPI 15&10, Cdc42 wt GTP 97, Mcl-1 Bim block -2&-1, Avidin bead fluor 9&7, Rac1 wt modul 98, Mcl1 Bid PPI 1&-4, HRas wt GTP 99, Rab7 wt modul 94, Rac1 act GTP bind 98 and Rab2A wt mod 99.
For CC(=O)Nc1ccccc1NC(=O)c1ccc(C)cc1C the results were Pf gamet viab -3, Mcl1 Noxa PPI 12, Cdc42 wt GTP 99, Mcl-1 Bim block 0, Avidin bead fluor 10, Rac1 wt modul 103, Mcl1 Bid PPI -18, HRas wt GTP 96, Rab7 wt modul 97, Rac1 act GTP bind 97 and Rab2A wt mod 97.
`CCC(=O)Nc1ccc2nc(C3CC3)n(Cc3ccccc3)c(=O)c2c1` gave Pf gamet viab -6, Mcl1 Noxa PPI -103, Cdc42 wt GTP 101, Mcl-1 Bim block -2, Avidin bead fluor 22, Rac1 wt modul 98, Mcl1 Bid PPI -23, HRas wt GTP 100, Rab7 wt modul 100, Rac1 act GTP bind 93 and Rab2A wt mod 98.
O=C(Cc1ccc(Cl)c(Cl)c1)Nc1ccccc1N1CCOCC1 was read as Pf gamet viab 24, Mcl1 Noxa PPI 13, Cdc42 wt GTP 90, Mcl-1 Bim block -2, Avidin bead fluor 13, Rac1 wt modul 89, Mcl1 Bid PPI -19, HRas wt GTP 95, Rab7 wt modul 101, Rac1 act GTP bind 95 and Rab2A wt mod 96.

Screens: PubChem BioAssay, several laboratories

Not a hit list (roughly 2.7% active in at least one column).
